# Scp-1 inhibitor – inhibitors of human Scp-1 phosphatase. Q9GZU7. inhibition, % at 20 µM. Recombinant Scp1, phosphopeptide, malachite green phosphate absorbance. AID 493091. actives 0.88% (n = 340,000);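 active = inhibition above about 50% at 20 µM, limit read from the data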;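 also: plate controls were DMSO wells with enzyme for no effect and wells lacking enzyme for full effect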
#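 assay system = SCP-1 phosphatase catalytic domain, residues 76-261 | buffer or medium = 50 mM Tris acetate pH 5.5, 0.005% Tween-20, 10 mM MgCl2 | incubation = enzyme reaction 45 min at room temperature, colour 5 min, stabilisation 30 min | signal = Phosphate-binding colour reagent, absorbance read at 630 nm | measure = % inhibition at 20 µM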
# Rin1 Abl inh – inhibitors of human Rin1-Abl protein interaction; TR-FRET Rin1/Abl binding, biochemical; inhibition, % at 7.35 µM; P00519+Q13671; actives 0.4% (n = 360,000); in the data active = inhibition above about 5%, passing the limit was not always enough
# CSN deneddyl inh – blocks human CSN-mediated cullin deneddylation. Q92905. Purified CSN, SCF-Nedd8-OG deneddylation, fluorescence polarization. inhibition, % at 12.5 µM. actives 0.38% (n = 360,000). AID 651999;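 active = pattern-corrected inhibition above about 35%, with an unprinted fluorescence ratio check between 0.5 and 1.5, limit read from the data, passing the limit was not always enough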;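 also: 0% = enzyme with substrate and 100% = substrate without enzyme; some results filed as inactive read as strong as hits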
#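 Detection – fluorescence polarization · System – HEK293T-derived human Csn5 enzyme · Controls – substrate-only high control, full reaction low control · Timing – 90 min, room temperature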
# DNMT1 inh – inhibitors of human DNMT1; DNMT1 molecular beacon, Hinp1I cleavage, fluorescence; actives 0.83% (n = 360,000); P26358; inhibition (reported as % activation of signal), % at 10 µM; in the data active = inhibition above about 50%
# LMPTP inh – LMPTP (human) inhibition | inhibition, % at 20 µM | AID 651560 | recombinant LMPTP-A, OMFP fluorogenic substrate, fluorescence intensity | actives 0.22% (n = 360,000) | P24666;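 active = compounds that cut the enzyme signal by at least half of the control window in the single-dose screen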;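 also: plate controls were DMSO wells with enzyme plus substrate for no effect and substrate without enzyme for full effect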
#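 Assay system: LMPTP-A enzyme. Input: 0.625 nM LMPTP-A final. Probe or stimulus: 400 µM OMFP. Compound dosing: single 20 µM dose. Schedule: 50 min dark incubation at room temperature. Detection: fluorescence intensity of OMFP turnover product. Read-out: percent inhibition versus substrate-only and uninhibited controls. Benchmarks: no-enzyme low control, uninhibited high control.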
# Rpn11 block – inhibitors of human proteasome Rpn11. human 26S proteasome, Ub4-pepOG fluorescence polarization; 20S core pre-blocked with epoxomicin. actives 0.59% (n = 360,000). calls only at 20 µM. O00487. AID 588493;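 active = inhibition at 20 µM, scaled to each plate's controls, above about 33%, limit read from the data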
# Target sequence (O00487 whole entry, looked up): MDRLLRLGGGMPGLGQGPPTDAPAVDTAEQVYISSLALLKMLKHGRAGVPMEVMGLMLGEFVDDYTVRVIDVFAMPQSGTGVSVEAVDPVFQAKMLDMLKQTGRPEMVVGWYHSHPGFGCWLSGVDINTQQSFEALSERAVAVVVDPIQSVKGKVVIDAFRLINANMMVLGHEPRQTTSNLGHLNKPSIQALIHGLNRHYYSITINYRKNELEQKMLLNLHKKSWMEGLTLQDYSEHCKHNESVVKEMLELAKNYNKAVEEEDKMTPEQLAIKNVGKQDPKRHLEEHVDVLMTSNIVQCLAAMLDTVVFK
# Neddyl block – inhibitors of human cullin neddylation; P61081+Q13564; TR-FRET cullin neddylation, biochemical; calls only at 25 µM; actives 0.58% (n = 360,000); AID 651699; in the data active = inhibition above about 36%
# Target sequence (P61081 whole entry, looked up): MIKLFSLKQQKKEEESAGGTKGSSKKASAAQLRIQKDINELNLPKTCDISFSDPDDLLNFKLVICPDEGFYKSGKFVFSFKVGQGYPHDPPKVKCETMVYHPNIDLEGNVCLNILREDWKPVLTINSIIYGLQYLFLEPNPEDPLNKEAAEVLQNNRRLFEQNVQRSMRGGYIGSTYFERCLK
# Target sequence (Q13564 whole entry, looked up): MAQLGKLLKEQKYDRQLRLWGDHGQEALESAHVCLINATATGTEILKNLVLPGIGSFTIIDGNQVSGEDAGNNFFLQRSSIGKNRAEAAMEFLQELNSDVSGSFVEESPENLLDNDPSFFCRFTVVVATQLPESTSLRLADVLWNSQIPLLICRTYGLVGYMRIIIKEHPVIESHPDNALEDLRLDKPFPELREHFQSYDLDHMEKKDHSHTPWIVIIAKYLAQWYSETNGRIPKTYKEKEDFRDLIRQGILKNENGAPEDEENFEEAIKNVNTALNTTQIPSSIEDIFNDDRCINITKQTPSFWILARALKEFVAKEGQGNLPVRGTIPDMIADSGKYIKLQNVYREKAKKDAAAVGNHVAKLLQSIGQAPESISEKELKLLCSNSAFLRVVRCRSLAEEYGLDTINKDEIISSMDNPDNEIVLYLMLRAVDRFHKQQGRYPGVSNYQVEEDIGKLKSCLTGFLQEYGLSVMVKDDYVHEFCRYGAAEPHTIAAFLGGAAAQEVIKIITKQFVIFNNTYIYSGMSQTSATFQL
# NadD block – NadD (S. aureus) enzyme inhibition; actives 0.78% (n = 360,000); inhibition, % at 20 µM; AID 602399; purified NadD enzyme, colorimetric absorbance read-out; in the data active = inhibition above about 26%; also: some compounds past the cut are filed as inactive
# SUMO1 PPI mod – SUMO1-SIM interaction modulation | SUMO1 binding to a labelled peptide, TR-FRET, 1 h | inhibition, % at 20 µM | actives 0.33% (n = 360,000); in the data active = inhibition above about 37%
# STEP block – inhibitors of human striatal-enriched phosphatase STEP. recombinant STEP, OMFP fluorogenic substrate, fluorescence. inhibition, % at 20 µM. AID 588621. actives 0.25% (n = 360,000). P54829;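 active = inhibition at 20 µM, scaled per plate between control wells, above about 37%, limit read from the data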;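 also: 0% = DMSO with enzyme and substrate and 100% = substrate only without enzyme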
#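 Material: STEP (striatal-enriched tyrosine phosphatase) enzyme, cell-free | Medium: 50 mM Bis-Tris pH 6.0 with 2.5 mM DTT and 0.005% Tween 20 | Read-out: Percent inhibition scaled to no-enzyme and uninhibited-enzyme controls, plate-pattern corrected | Signal: Fluorescence read at 480 nm ex / 540 nm em | Times: 20 min reaction, room temperature, in the dark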
# Active calls of the source: *; i = inactive; · = not tested or not shown; + = active, no number.
structure	Scp-1 inhibitor	Rin1 Abl inh	CSN deneddyl inh	DNMT1 inh	LMPTP inh	Rpn11 block	Neddyl block	NadD block	SUMO1 PPI mod	STEP block
CC(=O)[C@@H]1[C@@H]2C(=O)N(Cc3ccccc3)C(=O)[C@@H]2C2c3ccccc3C=CN21 (some centres not stated)	-6	1	-5	-8	2.2	i	i	8	4	4
Cc1ccc(C(C(=O)NC2CCCC2)N(Cc2cccs2)C(=O)CNC(=O)c2cccs2)o1 (configuration not stated)	-8	-5	5	1	0.6	i	i	0	2	-4
Cn1c(SCC(=O)c2ccc3c(c2)OCCO3)nnc1C(F)(F)F	-7	-2	-3	3	-1.7	i	i	-4	-1	-3
O=C(c1cnn2ccccc12)N1CCN(C2CCCCC2)CC1	3	0	-9	1	-0.7	i	i	-5	-1	-5
COc1cc(C(C(=O)NCC2CCCO2)N(C(=O)Cn2nnc3ccccc32)c2ccc(OC)c(OC)c2)ccc1O (configuration not stated)	-2	1	8	2	-0.8	i	i	-12	0	-2
CC(=O)OCCCNc1cc(Sc2ccc(C)cc2)c2nonc2c1[N+](=O)[O-]	-3	-3	9	4	-1.8	i	i	8	-21	0
Cc1nnc(N/N=C/c2cccc(C(F)(F)F)c2)n1N	-12	2	-1	-1	0.1	i	i	2	-8	-1
CCOc1ccc(S(=O)(=O)N2CCCC2)c2ccccc12	·	0	-1	-4	0.1	i	i	-4	2	-2
O=C(COC(=O)c1cccc(Oc2ccccc2)c1)NCc1ccco1	-13	-4	4	-7	2.0	i	i	3	2	-1
C[C@]1(OC(=O)/C=C/c2ccccc2)C[C@@H](O)[C@]2(O)C=CO[C@@H](O[C@@H]3O[C@H](CO)[C@@H](O)[C@H](O)[C@H]3O)[C@@H]21	-17	-1	-1	3	-0.6	i	i	1	-5	1
CN(CC(=O)NCc1ccc(F)cc1)S(=O)(=O)c1ccc2c(c1)n(C)c(=O)c(=O)n2C	-7	-4	2	0	-1.1	i	i	-1	6	-2
CC(C)[C@H](NC(=O)[C@@H]1CSC2c3ccccc3C(=O)N21)C(=O)NC1CCCCC1 (some centres not stated)	-3	2	-2	3	0.4	i	i	2	-4	1
O=C(CCC(=O)c1cccs1)NCc1cccnc1	-9	4	-3	-12	-0.7	i	i	-2	-2	11
CCc1c(O)nc(SCC(=O)Nc2c(C)cccc2C)n(-c2ccc(F)cc2)c1=O	·	0	2	1	-1.2	i	i	-1	3	-1
CCOC(=O)C1=C(COC(=O)Cc2ccc(Cl)cc2)NC(=O)NC1C (configuration not stated)	-3	-1	-2	1	1.7	i	i	1	4	-2
Cc1ccc(Nc2nnc(SCC(=O)Nc3ncc(C(F)(F)F)cc3Cl)s2)cc1	-8	-5	-11	-6	0.3	i	i	1	-1	0
COc1ccccc1NC(=O)N(C)C[C@H]1Oc2ncc(C#CCN(C)C)cc2C(=O)N([C@H](C)CO)C[C@H]1C	·	0	-8	2	-5.6	i	i	3	4	1
CCOc1cccc(C(=O)NC(=S)NCc2cccnc2)c1	-3	4	-5	0	-0.9	i	i	-1	14	-4
CC(=O)Nc1cccc(Oc2cc(C#N)c(C#N)cc2N2CCOCC2)c1	-5	1	4	-2	0.2	i	i	6	0	-3
Cn1c(SCc2ccccc2F)nnc1-c1cnccn1	2	3	-4	6	-0.1	i	i	4	-1	-4
CCOC(=O)N1CCN(Cc2nc3cc(NC(=O)CC)ccc3n2C)CC1	-3	2	-1	3	-2.5	i	i	-2	-1	-1
Cc1ccc(/C=C/C(=O)c2ccc(C)cc2)cc1	-12	1	6	8	0.7	i	i	-5	-8	-1
CC(C)c1ccc2oc(=O)cc(CN3CCN(c4ccc(F)cc4)CC3)c2c1	-2	2	1	-3	3.8	i	i	2	-3	2
COc1ccc(OCCSc2ncnc3nc[nH]c23)cc1	3	0	0	-1	-1.0	i	i	-4	1	-3
Cc1ccc(C(=O)N/N=C\c2ccc([N+](=O)[O-])s2)cn1	-11	1	-10	-20	-1.2	i	i	-2	-25	0

# Part of the list above, with values ahead of the structure:
Scp-1 inhibitor | Rin1 Abl inh | CSN deneddyl inh | DNMT1 inh | LMPTP inh | Rpn11 block | Neddyl block | NadD block | SUMO1 PPI mod | STEP block | SMILES
-6 | 1 | -5 | -8 | 2.2 | i | i | 8 | 4 | 4 | CC(=O)[C@@H]1[C@@H]2C(=O)N(Cc3ccccc3)C(=O)[C@@H]2C2c3ccccc3C=CN21 (some centres not stated)
-8 | -5 | 5 | 1 | 0.6 | i | i | 0 | 2 | -4 | Cc1ccc(C(C(=O)NC2CCCC2)N(Cc2cccs2)C(=O)CNC(=O)c2cccs2)o1 (configuration not stated)
-7 | -2 | -3 | 3 | -1.7 | i | i | -4 | -1 | -3 | Cn1c(SCC(=O)c2ccc3c(c2)OCCO3)nnc1C(F)(F)F
3 | 0 | -9 | 1 | -0.7 | i | i | -5 | -1 | -5 | O=C(c1cnn2ccccc12)N1CCN(C2CCCCC2)CC1
-2 | 1 | 8 | 2 | -0.8 | i | i | -12 | 0 | -2 | COc1cc(C(C(=O)NCC2CCCO2)N(C(=O)Cn2nnc3ccccc32)c2ccc(OC)c(OC)c2)ccc1O (configuration not stated)
-3 | -3 | 9 | 4 | -1.8 | i | i | 8 | -21 | 0 | CC(=O)OCCCNc1cc(Sc2ccc(C)cc2)c2nonc2c1[N+](=O)[O-]
-12 | 2 | -1 | -1 | 0.1 | i | i | 2 | -8 | -1 | Cc1nnc(N/N=C/c2cccc(C(F)(F)F)c2)n1N
· | 0 | -1 | -4 | 0.1 | i | i | -4 | 2 | -2 | CCOc1ccc(S(=O)(=O)N2CCCC2)c2ccccc12
-13 | -4 | 4 | -7 | 2.0 | i | i | 3 | 2 | -1 | O=C(COC(=O)c1cccc(Oc2ccccc2)c1)NCc1ccco1
-17 | -1 | -1 | 3 | -0.6 | i | i | 1 | -5 | 1 | C[C@]1(OC(=O)/C=C/c2ccccc2)C[C@@H](O)[C@]2(O)C=CO[C@@H](O[C@@H]3O[C@H](CO)[C@@H](O)[C@H](O)[C@H]3O)[C@@H]21
-7 | -4 | 2 | 0 | -1.1 | i | i | -1 | 6 | -2 | CN(CC(=O)NCc1ccc(F)cc1)S(=O)(=O)c1ccc2c(c1)n(C)c(=O)c(=O)n2C
-3 | 2 | -2 | 3 | 0.4 | i | i | 2 | -4 | 1 | CC(C)[C@H](NC(=O)[C@@H]1CSC2c3ccccc3C(=O)N21)C(=O)NC1CCCCC1 (some centres not stated)
-9 | 4 | -3 | -12 | -0.7 | i | i | -2 | -2 | 11 | O=C(CCC(=O)c1cccs1)NCc1cccnc1

# Next structures:
structure	Scp-1 inhibitor	Rin1 Abl inh	CSN deneddyl inh	DNMT1 inh	LMPTP inh	Rpn11 block	Neddyl block	NadD block	SUMO1 PPI mod	STEP block
O=C(CCCn1c(SCC(=O)NCC2CCCO2)nc2ccccc2c1=O)NCC1CCCO1 (configuration not stated)	-7	0	2	-1	-2.6	i	i	-2	6	5
NS(=O)(=O)c1ccc(NC(=O)c2ccc(OCC3CCCO3)cc2)cc1 (configuration not stated)	-4	-2	1	13	-3.0	i	i	2	4	-2
CN(C)Cc1ccccc1C(O)(c1ccccc1)c1ccccc1	-7	1	6	3	-0.3	i	i	-3	2	-1
COc1ccc(C(=O)NNC(=O)Cn2nc(C)cc2C)cc1S(=O)(=O)N1CCOCC1	·	1	0	6	0.1	i	i	0	1	0
CCN(CC)S(=O)(=O)c1ccc(C)c(NC(=O)CN2CCN(C)CC2)c1	-7	-4	4	-2	-1.9	i	i	-1	-3	1
CN(C=O)c1cc([N+](=O)[O-])ccc1OCc1ccccc1	0	1	1	4	-0.3	i	i	-2	-25	-2
Cc1ccn(CCC(=O)N2CCCC(CCC(=O)NCc3ccc(F)c(F)c3)C2)n1 (configuration not stated)	-1	1	-2	-1	0.3	i	i	1	-3	4
Cc1ccc(Cl)cc1NC(=O)CON=C(N)c1ccccc1	-6	4	-2	8	0.4	i	i	-5	4	-2
Cc1ccc(NC(=O)CSc2nnc(Cc3ccccc3)o2)cc1	-8	6	-3	15	0.8	i	i	-4	2	-5
Cc1sc2nc(CN3CCN(S(=O)(=O)c4cccc5nonc45)CC3)[nH]c(=O)c2c1C	3	1	7	-5	0.0	i	i	-4	-18	2
O=C(NCc1cccs1)c1ccc([N+](=O)[O-])cc1Cl	-9	-2	4	-1	-2.7	i	i	1	-19	-4
CCN(CCNC(=O)C1CCCN(Cc2nc(-c3ccc(OC)cc3)oc2C)C1)c1ccccc1 (configuration not stated)	-7	-2	-1	-7	-1.0	i	i	-8	-5	-3
Cc1nn(C)cc1S(=O)(=O)N1CCN(c2ccccc2)CC1	-9	-3	-3	2	-1.5	i	i	-1	-1	-2
CCC1S/C(=N/N=C/c2ccco2)N(c2ccc(F)cc2)C1=O (configuration not stated)	-3	0	-15	4	-0.6	i	i	-2	3	1
O=C(Cn1c(Cn2c(-c3cnccn3)nc3ccccc32)nc2ccccc21)c1ccc(OC(F)(F)F)cc1	·	·	2	·	-0.3	·	·	15	-3	·
Cc1cccc(C)c1NC(=O)Cn1nnnc1N	-2	-5	-3	0	-1.2	i	i	-4	-1	3
Cc1cccc2c(N=Nc3ccc(S(=O)(=O)Nc4cccc(Cl)c4)cc3[N+](=O)[O-])c(O)[nH]c12	3	-1	-1	0	1.5	i	i	19	-14	2
N=c1c(C(=O)NCc2ccc(F)cc2)cc2c(=O)n3ccccc3nc2n1Cc1ccco1	16	-11	14	9	49	i	+	31*	-9	0
Cc1cccc(OCC(=O)Nc2cccc(C(=O)NCC(C)C)c2)c1	-8	1	-1	-2	0.9	i	i	3	3	0
C=CCc1ccc(OCCCOc2ccc(C)cc2OC)c(OC)c1	-17	1	1	-5	3.0	i	i	-5	2	6
CCCNC(=O)c1ccccc1NC(=O)c1ccc(CSc2ccccc2)cc1	-31	1	0	-7	3.9	i	i	-2	2	1
O=C(O)COc1ccccc1/C=C1\SC(=O)N(Cc2ccc(F)cc2)C1=O	-1	-2	0	-1	1.4	i	i	0	-17	-1
COc1cc(C(=O)OCc2cccc(S(=O)(=O)N3CCOCC3)c2)ccc1OCC(C)C	-5	-2	-2	-6	2.3	i	i	-2	0	3
O=C1CC(=O)Nc2cc(S(=O)(=O)Nc3ccc(Cl)c(C(F)(F)F)c3)ccc2N1	-8	2	-1	-1	1.6	i	i	-3	2	5
CC(=O)N/C(=C\c1ccccc1)C(=O)NCc1ccc2c(c1)OCO2	-8	-3	3	-1	-2.5	i	i	-3	2	-3
CCCCc1cc(=O)oc2cc(OCC(=O)NCCN3CCOCC3)c(Cl)cc12	-1	1	1	2	-1.8	i	i	-20	1	-2
C=CCSc1nc(C)c(CC=C)c(=O)[nH]1	0	1	0	1	0.2	i	i	8	-1	1

# Screening data as filed in PubChem BioAssay.

# No enrichment for hits (roughly 3.8% active in at least one column).
